Compound activity deposited in PubChem by several laboratories.
SSB-PriA inh = inhibitors of Klebsiella pneumoniae PriA binding to SSB C-terminal tail, primary screen, biochemical, AlphaScreen. PriA–SSB C-terminal tail interaction (Klebsiella pneumoniae). inhibition, % at 33 µM. AlphaScreen SSBct-PriA binding, biotinylated peptide. 0.6% of 430,000 active; in the data active = inhibition mostly above about 37%, no sharp cut-off; inactive = mostly below about 20%;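 note: plate controls were negative control peptide for no effect and reference peptide for full effect; strong numbers were not always called active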
SARS 3CLpro inh = SARS-CoV 3CLpro protease inhibitors, primary screen, biochemical, quenched FRET. Replicase polyprotein 1ab (Severe acute respiratory syndrome coronavirus), P0C6X7. 0.14% of 290,000 active. inhibition, % at 6 µM. recombinant SARS-CoV 3CLpro, quenched FRET peptide cleavage; in the data active = inhibition above about 12%
MazEF act = activators of E. coli MazEF toxin-antitoxin RNase, primary screen, biochemical, fluorescence, uHTS | Endoribonuclease toxin MazF (Escherichia coli (strain K12)), P0AE70 | FAM/BHQ RNA-DNA oligo cleavage fluorescence, 5 h | activation, % at 20 µM | 0.32% of 350,000 active; in the data active = activation above about 50%
Vc quorum ag = inducers of Vibrio cholerae quorum light production without autoinducers, primary screen, BH1578 luxS cqsA deficient, single point | 0.16% of 350,000 active | V. cholerae BH1578 lux reporter, luminescence, 6 h | AID 588436, 2011 | activation, % at 18.7 µM; in the data active = activation mostly above about 9.7%, no sharp cut-off; note: not every result past the cut was called active; inactives centre near 0; reference of the scale not given here
Mtb FBA inh = Mtb FBA enzyme inhibitors, primary screen, biochemical, fluorescence, strain H37Rv; Fructose-bisphosphate aldolase (Mycobacterium tuberculosis (strain ATCC 25618 / H37Rv)), …; purified M. tuberculosis FBA, fluorescence read-out; inhibition, % at 1 µM; 2.3% of 360,000 active; in the data active = inhibition above about 27%;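 note: 0% = vehicle and 100% = reference inhibitor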
Rv3671c inh = Rv3671c serine protease inhibitors, primary screen, biochemical, fluorescence polarization, M. tuberculosis H37Rv; inhibition, % at 5.96 µM; 0.048% of 320,000 active; AID 2606, 2010; in the data active = inhibition above about 38%;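 note: extracellular domain of Rv3671c used as enzyme; 0% = enzyme with DMSO and 100% = no enzyme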
Target sequence (P9WHR9 whole entry, looked up, the tested form may be a part): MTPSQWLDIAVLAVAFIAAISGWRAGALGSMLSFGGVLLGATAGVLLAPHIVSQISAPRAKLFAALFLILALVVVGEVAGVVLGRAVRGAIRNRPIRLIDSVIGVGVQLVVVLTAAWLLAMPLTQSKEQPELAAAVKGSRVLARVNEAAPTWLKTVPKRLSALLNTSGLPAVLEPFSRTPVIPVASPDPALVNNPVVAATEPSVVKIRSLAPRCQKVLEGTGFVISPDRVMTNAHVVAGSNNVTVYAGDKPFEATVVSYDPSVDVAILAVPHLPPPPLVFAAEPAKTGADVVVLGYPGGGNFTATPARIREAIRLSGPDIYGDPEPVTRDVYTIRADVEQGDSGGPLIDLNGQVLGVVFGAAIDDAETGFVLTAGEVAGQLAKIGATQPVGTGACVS
DUSP3 inh = VHR1 phosphatase inhibitors, primary screen, biochemical, absorbance, uHTS | recombinant VHR phosphatase, pNPP absorbance | AID 1654, 2009 | 0.52% of 290,000 active | inhibition, % at 13.3 µM | Dual specificity protein phosphatase 3 (Homo sapiens), P51452; in the data active = inhibition above about 50%; note: some compounds called inactive have numbers as strong as hits
Target sequence (P51452 whole entry, looked up): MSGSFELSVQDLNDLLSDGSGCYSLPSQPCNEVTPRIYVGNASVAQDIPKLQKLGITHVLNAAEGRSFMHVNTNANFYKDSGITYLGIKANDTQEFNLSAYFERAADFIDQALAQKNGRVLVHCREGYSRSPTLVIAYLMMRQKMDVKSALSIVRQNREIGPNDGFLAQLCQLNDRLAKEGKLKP
UGM FP inh = M. tuberculosis UGM enzyme inhibitors, primary screen, biochemical, fluorescence polarization, single point | inhibition, % at 10 µM | UDP-galactopyranose mutase (Mycobacterium tuberculosis (strain ATCC 25618 / H37Rv)), … | 0.06% of 320,000 active | purified UGM, fluorescence polarization probe displacement; in the data active = inhibition above about 10%, passing the limit was not always enough
Target sequence (P9WIQ1 whole entry, looked up): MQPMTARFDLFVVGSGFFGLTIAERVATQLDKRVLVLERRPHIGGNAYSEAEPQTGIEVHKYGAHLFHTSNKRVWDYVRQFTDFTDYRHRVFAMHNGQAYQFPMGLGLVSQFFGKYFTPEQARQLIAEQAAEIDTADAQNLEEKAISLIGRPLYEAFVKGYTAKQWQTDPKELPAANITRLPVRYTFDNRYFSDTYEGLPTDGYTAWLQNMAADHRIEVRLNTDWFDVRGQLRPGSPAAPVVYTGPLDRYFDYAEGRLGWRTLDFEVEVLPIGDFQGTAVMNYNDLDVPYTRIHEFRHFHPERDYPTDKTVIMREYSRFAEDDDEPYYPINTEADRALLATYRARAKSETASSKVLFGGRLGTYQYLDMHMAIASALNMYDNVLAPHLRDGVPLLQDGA
BioA inh = M. tuberculosis BioA enzyme inhibitors, primary screen, biochemical, plate reader, single point, HTS; 0.096% of 360,000 active; purified M. tuberculosis BioA enzyme; inhibition, % at 9.99 µM; 7,8-diaminopelargonic acid synthase BioA (Mycobacterium tuberculosis); in the data active = inhibition above about 40%
GDH-TPI counter = GDH-TPI coupling enzyme inhibitors, primary screen, artefact control for M. tuberculosis FBA inhibitor project, biochemical, absorbance, full deck; GDH-TPI coupled enzyme counterscreen, NADH absorbance; inhibition, % at 4.8 µM; 1.2% of 360,000 active; AID 588335, 2011; in the data active = inhibition above about 30%;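 note: 0% = DMSO wells and 100% = wells lacking the enzyme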
The depositor's hits bear a star; i = inactive; x = not tested or not shown; & = joins results of further samples. Not all compounds are listed, so the mix of outcomes need not match the whole.

SMILES	SSB-PriA inh	SARS 3CLpro inh	MazEF act	Vc quorum ag	Mtb FBA inh	Rv3671c inh	DUSP3 inh	UGM FP inh	BioA inh	GDH-TPI counter
COC(=O)c1c(C)[nH]c(C(=O)C(Cc2ccccc2)N(C)C)c1C (configuration not stated)	-17	4	0	-3.4	3	-3	3	-0.1	2.2	17
C=CCc1cc(C)ccc1OCC(O)CN1CCN(c2ccccc2)CC1 (configuration not stated)	11	-2	-4	-3.6	0	11	3	-0.9	-0.1	2
CCC(Cc1ccccc1)NS(=O)(=O)c1c(C)nc2scc(C)n2c1=O (configuration not stated)	-8	5	-10	-0.4	2	-6	-58	0.4	-1.0	6
Cc1csc(NC(=O)C(C)Oc2ccc(Cl)cc2C)n1 (configuration not stated)	-8	x	-2	i	-2	-4	x	-0.6	0.4	-4
COc1ccc(Nc2nc(N)nc(CSC(=S)N3CCOCC3)n2)cc1	10	8	8	0.5	1	-3	5	-1.2	-0.8	-4
OCC1(CCOc2ccccc2)CCN(Cc2ccccc2C(F)(F)F)CC1	-14	-4	-9	i	-3	-5	12	1.7	0.5	4
CCNC(=S)NS(=O)(=O)c1ccc(CC)cc1	-28	3	4	-0.3	-1	4	24	-3.0	x	-2
CCc1nc2ccccc2n1CCC(C)C	-9	3	2	i	0	4	5	0.1	-0.9	5
Cc1cccc(Nc2nc(N)c([N+](=O)[O-])c(N3CC(C)OC(C)C3)n2)c1 (configuration not stated)	23	-2	3	i	-1	0	x	-1.3	2.6	2
CCC(=O)N(NC1=NS(=O)(=O)c2ccccc21)S(=O)(=O)c1ccc(C)cc1	-31	4	6	1.4	-2	6	11	2.2	x	-2
O=C(CSc1nc(-c2ccccc2)c(-c2ccccc2)[nH]1)NCCN1C(=O)CSC1=O	16	-3	0	i	13	6	24	0.4	x	8
CNc1nc(-c2ccccc2)nnc1C(F)(F)F	-15	3	4	-1.3	2	3	16	-0.2	-0.7	13
CCOC(=O)C1CCN(C(=O)c2ccc(S(=O)(=O)Nc3ccccc3OC)cc2)CC1	-12	x	7	-0.4	0	-1	x	2.7	4.4	4
Cc1cc(Nc2nc3c(c(=O)n(C)c(=O)n3C)n2C)n(-c2ccc(Cl)cc2)n1	7	-3	8	-6.1	2	0	6	-1.4	0.6	0
COc1ccc(CCN2CC(C(=O)N(C)Cc3ccc(C)o3)CCC2=O)cc1 (configuration not stated)	0	2	7	-1.8	0	-5	2	-0.1	0.3	3
Cc1ccc(NC(=O)C2C3C=CC4(CN(Cc5cccnc5)C(=O)C24)O3)cc1 (configuration not stated)	-6	3	12	-0.2	2	-5	8	-1.8	-2.6	-1
c1ccc(N2CCN(c3nc4ccccc4n4nnnc34)CC2)cc1	-22	0	21	i	4	9	3	-4.8	-2.7	15
COC(=O)c1ccc(NC(=S)NCC2CC2)cc1	2	0	7	i	-8	-4	-5	1.5	x	-2
O=C(NNS(=O)(=O)c1ccccc1)C1CCN(S(=O)(=O)c2ccc(Cl)cc2)CC1	8	-4	2	i	2	6	40	1.2	1.6	0
O=C(CNc1cc(S(=O)(=O)N2CCCC2)ccc1OCC(F)(F)F)Nc1cccc(C(F)(F)F)c1	-5	2	0	-0.3	-1	-20	-1	0.0	-0.4	8

Whole records as entered above. Order of screens: SSB-PriA inh	SARS 3CLpro inh	MazEF act	Vc quorum ag	Mtb FBA inh	Rv3671c inh	DUSP3 inh	UGM FP inh	BioA inh	GDH-TPI counter
Profile of CCOC(=O)C1CCN(C(=O)c2ccc(S(=O)(=O)Nc3ccccc3OC)cc2)CC1 = -12	x	7	-0.4	0	-1	x	2.7	4.4	4
Profile of O=C(NNS(=O)(=O)c1ccccc1)C1CCN(S(=O)(=O)c2ccc(Cl)cc2)CC1 = 8	-4	2	i	2	6	40	1.2	1.6	0
Profile of COc1ccc(CCN2CC(C(=O)N(C)Cc3ccc(C)o3)CCC2=O)cc1 (configuration not stated) = 0	2	7	-1.8	0	-5	2	-0.1	0.3	3
Profile of Cc1cc(Nc2nc3c(c(=O)n(C)c(=O)n3C)n2C)n(-c2ccc(Cl)cc2)n1 = 7	-3	8	-6.1	2	0	6	-1.4	0.6	0
Profile of O=C(CNc1cc(S(=O)(=O)N2CCCC2)ccc1OCC(F)(F)F)Nc1cccc(C(F)(F)F)c1 = -5	2	0	-0.3	-1	-20	-1	0.0	-0.4	8

Other structures:
SMILES	SSB-PriA inh	SARS 3CLpro inh	MazEF act	Vc quorum ag	Mtb FBA inh	Rv3671c inh	DUSP3 inh	UGM FP inh	BioA inh	GDH-TPI counter
CCOC(=O)c1c(N)sc2c(O)c(Br)ccc12	8	8	-5	-0.4	1	-4	32	-3.1	0.9	-5
Cc1ccc(Nc2nnc(SCC(=O)NC3CC3)s2)cc1	-17	x	3	i	1	-5	x	0.8	-0.6	8
O=C1c2cccc3c([N+](=O)[O-])ccc(c23)C(=O)N1c1nccs1	3	6	12	i	2	-1	-2	0.9	-1.7	10
O=C(COc1ccccc1)Nc1cc(Cl)ccc1Cl	-16	3	-27	i	1	-2	-2	0.1	-4.5	1
CCOC(=O)CNc1c(-c2ccc(F)cc2)nc2cnccn12	9	-8	-16	i	87*	-6	37	1.8	1.4	6
Cc1ccc(CNC(=O)c2ccc(N3CCC4(CC3)CC(c3cccc(Br)c3)=NO4)c(NC(=O)c3c(Cl)cccc3Cl)c2)cc1	3	x	-14	i	0	-25	x	0.2	0.2	20
CN(C(=O)COC(=O)c1ccccc1SCC(=O)N1CCCC1)C1(C#N)CCCCC1	-8	x	3	i	-3	1	x	1.7	-0.3	7
CC(=O)Nc1ccc(C(=O)N2CCCc3ccccc32)cc1	-9	-1	5	i	5	0	14	1.6	0.9	4
Cc1ccc(S(=O)(=O)c2nnn3c2nc(N2CCCCC2)c2ccccc23)cc1	-2	-1	-9	i	4	0	-6	-2.6	x	-3
CC(C)CNc1ncnc2c1ncn2[C@H]1CN(Cc2cccs2)C[C@@H](CO)O1	x	x	x	-0.3	-3	x	x	x	0.8	1
Cc1ccc(C(=O)C(C)Oc2ccc3ccc(=O)oc3c2)cc1 (configuration not stated)	-17	-1	2	0.8	2	-8	12	-1.7	38	3
CCOc1ccccc1N(CC(=O)Nc1c(C)n(C)n(-c2ccccc2)c1=O)S(=O)(=O)c1ccccc1	5	1	3	-0.2	-3	-4	16	-0.8	x	-6
Cc1[nH]c(-c2ccc(F)cc2)cc1C(=O)N1CCN(c2ccccc2)CC1	9	0	-7	-0.3	-4	x	23	3.9	7.9	-3
O=C(CN1CCN(C(=O)c2ccccc2F)CC1)Nc1ccc(Br)cc1	-3	-6	-1	-3.2	-1	0	6	-0.8	9.0	-6
Cc1csc(=O)n1CCC(=O)OCC(=O)Nc1ccc(Cl)cn1	-6	x	1	i	-2	-1	x	3.7	1.9	5
O=C(Oc1cccc(Cl)c1)N1CCOCC1	-6	1	-2	-0.7	1	4	18	-0.2	0.1	-5
CCN1CCc2nc3ccccc3c(C(=O)Nc3ccc(C#N)cc3)c2C1	-3	-1	7	-1.9	2	6	8	0.2	x	3
CCCOc1ccc(Br)cc1CSC(=N)N	-85	-2	8	i	-5	-4	0	1.1	1.0	7
CCOC(=O)Cc1csc(NC(=S)NC(=O)c2cc(OC)c(OC)c(OC)c2)n1	0	3	11	-0.4	-3	2	-13	-3.6	0.4	5
CC(=O)Oc1ccc(/C=C2\N=C(C3CCCCC3)OC2=O)cc1	-4	-5	-3	-0.7	-1	5	3	-0.3	x	9
C/C=C/c1ccc(OCC(O)CN2CCCCCCC2)c(OC)c1 (configuration not stated)	15	-2	-1	0.0	1	3	16	-2.2	0.7	-4
COc1cccc2sc(Nc3nc4ccc(NC(C)=O)cc4s3)nc12	-13	-3	37	0.0	89*	-5	25	1.7	x	25
COC(=O)c1sccc1NC(=O)Nc1cccc([N+](=O)[O-])c1	-6	-1	3	-1.0	-3	-12	10	-2.8	-0.9	-5
Cc1ccc(NC(=O)Nc2nc3ccc(S(C)(=O)=O)cc3s2)cc1	7	x	-7	-1.2	1	x	x	x	-1.0	12
Cc1ccc([N+](=O)[O-])cc1S(=O)(=O)N(C(=O)c1ccncc1)c1ccc2oc3c(c2c1)CCCC3	2	6	-10	-0.1	-5	-26	-7	-0.5	x	6
O=C(CCC(=O)c1ccc(F)cc1)Nc1cccc(S(=O)(=O)Nc2cccc(Cl)c2)c1	10	7	-1	-0.3	1	-138	4	1.1	x	-2
Cc1cccc(-n2ncc3c(NCCc4ccc(S(N)(=O)=O)cc4)ncnc32)c1	-9	-4	8	-0.2	10	-16	19	-0.8	2.4	0
COc1cc(C(=O)NCc2nnc(SCC(=O)Nc3nc4ccc(C)cc4s3)o2)cc(OC)c1OC	-10&7	1	12	-0.3	2	-3	35	-0.4	x	5
CCn1c(=NC(=O)CS(=O)(=O)c2ccc(C)cc2)sc2cccc(OC)c21	-2	x	-9	-5.6	2	-2	x	-3.1	4.1	15
COc1cccc(/C=N/NC(=O)CNC(=O)c2ccc(S(=O)(=O)N3CCCC3)cc2)c1OC	x	4	7	0.6	16	-9	-20	1.8	0.4	0
O=C(CSc1nc(O)c(C2CCCCC2)c(=O)[nH]1)NCC1CCCO1 (configuration not stated)	11&-8	4	1	0.3	-1	-2	x	0.8	-0.3	-1
CCOc1ccc(C(=O)NCC2CCCO2)cc1 (configuration not stated)	-6	-2	0	i	2	4	-16	-3.5	0.2	-5
Cc1cccc(N(CC(=O)NCc2ccc(F)cc2)C(=O)c2csnn2)c1C	2	3	2	-0.3	0	-2	18	0.0	x	-3
CCOc1ccc(C(C)=O)cc1COC(=O)c1cc([N+](=O)[O-])ccc1N1CCOCC1	28	x	-2	-1.4	0	-6	x	-0.7	1.9	17
C=CCC[C@H](Cc1ccc(F)cc1)C(=O)OC[C@@H](Cc1c[nH]c2ccccc12)NC(=O)[C@H](CC=C)CC(=O)NCCO	-5	x	4	2.8	-4	-1	x	3.3	2.3	-7
CC1(C)C2CCC1(C)C(Nc1ccccc1)C2 (configuration not stated)	-9	0	4	-0.7	-1	3	13	x	x	-3
CC1C(=O)N2CCCc3cc(NC(=O)C4CC4)cc1c32 (configuration not stated)	-18	x	-1	i	-1	-5	x	1.9	3.3	5
O=C(c1ccco1)c1coc2c1cc(O)c1ccccc12	18	1	10	i	3	-17	18	-2.3	-0.7	10
Cc1ccc(N2CC(C(=O)N3CCN(c4ccccn4)CC3)CC2=O)cc1 (configuration not stated)	-2	x	4	-0.8	6	x	x	x	3.6	7
CCNC(=O)CC1C(=O)N(c2ccc(OC)cc2)C(=O)N1Cc1ccc(OC)cc1 (configuration not stated)	-3	-2	1	-0.3	0	11	41	0.0	-0.6	-5
Cc1nnc(NC(=O)CSc2nnc(CCc3nc4ccccc4[nH]3)n2C)s1	4	-1	1	3.3	2	8	15	0.9	x	2
O=C1CCC(C(=O)N2CCSCC2)CN1CCc1ccccc1 (configuration not stated)	7	6	-20	-0.2	-1	5	-20	-1.2	-2.9	-2
CC(=O)Nc1cccc(NC(=O)Nc2ccc(F)cc2F)c1	12	4	-4	-0.3	1	-41	-3	-2.4	x	-5
Cc1ccc(S(=O)(=O)NCCC(=O)NNC(=O)COc2ccccc2Cl)cc1C	-4	x	2	-0.3	-4	0	x	2.1	0.2	2
CC(C)N1C(=O)S/C(=C/c2ccccc2OCc2ccc(C(=O)O)cc2)C1=O	-14	4	-3	-0.2	-1	8	-2	1.0	7.4	11
